# CHX counter = counter-screen for Shiga toxin inhibitors: cycloheximide protein synthesis inhibition; cell reporter, cycloheximide protein synthesis inhibition counterscreen; max response, %; actives 12% (n = 300,000); AID 2314; in the data active = max response mostly above about 13%, no sharp cut-off; inactive = mostly below about 14%; also: read at 38.3 µM for the half of the compounds with a filed dose; 0% is about no effect
# HCMV antiviral = blocks human cytomegalovirus replication. HFF cells, HCMV-luciferase reporter, 72 h; hits give low values. activity change, negative = inhibition, % at 57.5 µM. actives 4.5% (n = 410,000). AID 1259415; in the data active = activity change below about -60%; inconclusive = no clear call, values can overlap the other calls; inactive = above about -39%; also: % is scaled to controls: 0 for no effect and ±100 for the full control effect
#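 Two-dose cell screen: HFF monolayers treated with compounds and infected with luciferase-expressing HCMV at 1 PFU/cell, 72 h at 37C, then lysed for luciferase measurement.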
# AmpC inh no detg = blocks E. coli AmpC beta-lactamase in detergent-free assay; P00811; actives 0.52% (n = 330,000); Potency, µM (titrated, usually from 57.1 µM), for inactives: at the highest dose activity change, negative = inhibition, usual class: inhibitors; AmpC nitrocefin hydrolysis, absorbance 480 nm, 0.0001% Triton; AID 485341;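 also: potency is read from the fitted curve at half-maximal effect; plate controls were no compound for no effect and no enzyme for full effect; nearly all actives have a fitted effect of over 20% in size; some results filed as inactive show a strong effect at the top dose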
# Target sequence (P00811 whole entry, looked up): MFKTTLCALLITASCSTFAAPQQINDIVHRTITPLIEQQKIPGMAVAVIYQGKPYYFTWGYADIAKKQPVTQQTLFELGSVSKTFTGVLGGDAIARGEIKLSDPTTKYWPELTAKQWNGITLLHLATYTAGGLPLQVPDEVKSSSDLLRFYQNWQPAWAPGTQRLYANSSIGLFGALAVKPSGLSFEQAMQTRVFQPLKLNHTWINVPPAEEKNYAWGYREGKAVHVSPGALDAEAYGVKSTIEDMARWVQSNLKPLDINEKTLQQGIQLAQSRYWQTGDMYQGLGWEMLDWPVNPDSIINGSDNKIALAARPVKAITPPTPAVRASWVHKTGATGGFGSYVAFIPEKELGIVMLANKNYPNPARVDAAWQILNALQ
#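 AmpC (5.3 nM in the dispensed reagent) in 20 mM phosphate pH 7.0 with 0.01% (detergent screen) or 0.0001% Triton X-100 was preincubated with compounds for 15 min at room temperature. Nitrocefin was then added from an 800 uM solution, and hydrolysis was followed at 480 nm.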
# AmpC detergent = AmpC beta-lactamase inhibition with detergent present | Potency, µM (highest dose often 114 µM), for inactives: at the top dose activity change, negative = inhibition, most hits filed as inhibitors | actives 0.041% (n = 370,000) | AmpC hydrolysis of nitrocefin, absorbance 480 nm, 0.01% Triton | P00811 | AID 485294;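 also: potency is read from the fitted curve at half-maximal effect; 0% = no-compound wells and -100% = no-enzyme wells; nearly all actives have a fitted effect of over 25% in size; some results filed as inactive show a strong effect at the top dose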
#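 20 mM phosphate pH 7.0 + 0.01% (detergent screen) or 0.0001% Triton X-100; 5.3 nM AmpC reagent; cpd preinc 15 min RT; nitrocefin (800 uM stock) to start; A480 q20 s × 4 min; Activity was normalised to no-enzyme and no-compound control wells.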
# AMA1-RON2 inh = inhibitors of Plasmodium falciparum AMA1-RON2 interaction | AlphaScreen AMA1-biotinylated RON2 peptide binding | Potency, µM (top dose mostly 58.2 µM), inactives show top-dose activity change, negative = inhibition, hits mostly inhibitors | actives 0.2% (n = 360,000);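 also: potency is read from the fitted curve at half-maximal effect; 0% = vehicle wells and -100% = peptide control; nearly all actives have a fitted effect of over 45% in size; some results filed as inactive show a strong effect at the top dose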
#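 AMA1 (3D7) with his tag at 25 nM final met compounds first, then biotinylated RON2 peptide at 25 nM; detection used donor plus acceptor beads, 10 µg/mL apiece, read by AlphaScreen after 30 min at room temperature.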
# FBPA Giardia inh = blocks Giardia fructose-bisphosphate aldolase activity | Potency, µM (top dose mostly 59.6 µM), inactives show at the top dose activity, negative = inhibition, actives largely listed as inhibitors | purified Giardia FBPA | actives 0.71% (n = 290,000); also: potency is read from the fitted curve at half-maximal effect; % is scaled to controls: 0 for no effect and ±100 for the full control effect; nearly all actives have a fitted effect of over 55% in size
# Target sequence (A8B2U2 whole entry, looked up): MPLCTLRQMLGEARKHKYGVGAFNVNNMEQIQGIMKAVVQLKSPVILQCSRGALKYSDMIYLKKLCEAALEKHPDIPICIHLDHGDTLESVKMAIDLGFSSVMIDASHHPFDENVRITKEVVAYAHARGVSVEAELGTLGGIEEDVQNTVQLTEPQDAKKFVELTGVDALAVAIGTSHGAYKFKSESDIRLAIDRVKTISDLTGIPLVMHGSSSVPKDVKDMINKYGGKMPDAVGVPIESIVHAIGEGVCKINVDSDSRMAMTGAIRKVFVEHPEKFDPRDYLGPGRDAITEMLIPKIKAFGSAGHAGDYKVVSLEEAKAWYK
#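 40 nM FBPA preincubated 10 min at RT with compound (up to 57.5 uM final), then substrate plus GAPDH/TPI/NAD/arsenate coupling and diaphorase/resazurin added. Fluorescence read after 20 min at RT, 525/598 nm.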
# Shiga inhibitor = inhibitors of Shiga toxin in Vero cells | Vero cells, Shiga toxin protein synthesis inhibition reporter | actives 9.2% (n = 290,000) | AID 2315 | inhibition, % at 38.7 µM; in the data active = inhibition mostly above about 28%, no sharp cut-off; inactive = mostly below about 43%; also: 0% is about no effect
# * marks the source's active call; other numbers are inactive results; ? = inconclusive; · = no result given; & = joins results of further samples; [ ] = dose if it differs, or a comment. Unless noted, calls follow the shape of the dose curve; as a rule, active = well fitted curve in the direction sought with a large enough effect; inconclusive = small, poorly fitted or top-dose-only effect, or another doubt; inactive = no such curve, though single readings can be large; an effect the other way counts as inactive or inconclusive. An unsorted share of the library; 16% or so of the library scored in one or more.
# Order of results: CHX counter	HCMV antiviral	AmpC inh no detg	AmpC detergent	AMA1-RON2 inh	FBPA Giardia inh	Shiga inhibitor
CCN(CC)CCCNC(=O)CCc1c(C)n(CC)c2cc(-c3ccccc3OC)nn2c1=O
    -4	-13&-1	11%	-7%&4%	3%	-6%	-11
CCOc1ccccc1NC(=O)c1cc2ccccc2oc1=O
    10	5	-10%	4%	-15%	13%	13
O=C(c1ccc(N2CCCCC2)c([N+](=O)[O-])c1)N(c1ccccn1)c1ccccn1
    32	40	77%[activator]	6%	-8%	0%	51
O=C(CSc1nc2ccccc2c(=O)n1-c1ccccc1)N1CCc2ccccc2C1
    -1	-94*	-4%	?	4%	3%	-13
CCOc1ccc(CC(=O)N2N=C(C)CC2(O)C(F)(F)F)cc1 (stereo not given)
    -3	?	-13%	-5%	31%[activator]	2%	-3
Cc1cccc(C(=O)N(NC(=O)Oc2ccccc2)C(C)(C)C)c1
    -2	-12	-14%	-6%	0%	1%	-4
CC(=O)Nc1ccc(C#Cc2ccc(NC(C)=O)cc2)cc1
    34*	-72*	-2%	4%	0%	2%	68*
COc1cccc(NC(=O)Nc2cccs2)c1
    24*	?	?	-9%	24%	-22%	41
Cc1n[nH]c(=O)c2c(NC(=O)CSc3ccccc3F)oc(C)c12
    ·	-31	-1%	-8%	5%	·	·
CCCc1nnc(NC(=O)CCC(=O)N2CCCCC2CC)s1 (stereo not given)
    -1	46	-5%	-9%	10%	2%	-7
Cc1cc(C)nc(SCc2cc(=O)c(OC(=O)c3ccc(S(=O)(=O)N4CCCC4)cc3)co2)n1
    -3	24	116%[activator]	-5%	27%	3%	-1
COc1ccc(N2CCN(C(CNC(=O)C3CCCCC3)c3cccnc3)CC2)cc1 (stereo not given)
    -2	-6	40%	-8%	49%[activator]	1%	-22
S=C(Nc1cccnc1)Nc1ccccc1Br
    -2	-20	-10%	-4%	-15%	-16%	-8
Cc1ccc(C(=O)NC(C(=O)Nc2cccc(S(N)(=O)=O)c2)C(C)C)cc1 (stereo not given)
    2	12	-13%	2%	4%	0%	-1
COc1ccccc1N1CCN(C(=O)CSc2nnnn2C2CC2)CC1
    ·	4	0%	?	10%	·	·

# Some of the entries so far, as labelled records.
Cc1ccc(C(=O)NC(C(=O)Nc2cccc(S(N)(=O)=O)c2)C(C)C)cc1 (stereo not given)
  CHX counter: 2 | HCMV antiviral: 12 | AmpC inh no detg: -13% | AmpC detergent: 2% | AMA1-RON2 inh: 4% | FBPA Giardia inh: 0% | Shiga inhibitor: -1

CCN(CC)CCCNC(=O)CCc1c(C)n(CC)c2cc(-c3ccccc3OC)nn2c1=O
  CHX counter: -4 | HCMV antiviral: -13&-1 | AmpC inh no detg: 11% | AmpC detergent: -7%&4% | AMA1-RON2 inh: 3% | FBPA Giardia inh: -6% | Shiga inhibitor: -11

COc1cccc(NC(=O)Nc2cccs2)c1
  CHX counter: 24* | HCMV antiviral: ? | AmpC inh no detg: ? | AmpC detergent: -9% | AMA1-RON2 inh: 24% | FBPA Giardia inh: -22% | Shiga inhibitor: 41

CC(=O)Nc1ccc(C#Cc2ccc(NC(C)=O)cc2)cc1
  CHX counter: 34* | HCMV antiviral: -72* | AmpC inh no detg: -2% | AmpC detergent: 4% | AMA1-RON2 inh: 0% | FBPA Giardia inh: 2% | Shiga inhibitor: 68*

# Next compounds
# Order of results: CHX counter	HCMV antiviral	AmpC inh no detg	AmpC detergent	AMA1-RON2 inh	FBPA Giardia inh	Shiga inhibitor
O=C(Nc1nc(-c2ccc3c(c2)OCO3)cs1)c1ccncc1
    21*	-38	-30%	-19%	-7%	-3%	43
CN(Cc1ccon1)C(=O)CCc1nnc(CCCCc2ccccc2)o1
    -1	49	44%	5%	-6%	-1%	-10
CCCc1cc(=O)oc2cc(C)cc(OCC(=O)NCCCn3ccnc3)c12
    -7	-26	-3%	?	-2%	-9%	2
CN1C(=O)CN=C(c2ccc(Cl)cc2)c2cc(Cl)ccc21
    -1	38	74%[activator]	-4%	-1%	0%	10
C/C=C(\C)CN1CCC(Oc2ccc(C(=O)NCc3ccccn3)cc2)CC1
    10	11	-2%	3%	20%	·	-6
CCNC(=O)N1CCCC(C(=O)c2ccc(C(F)(F)F)cc2)C1 (stereo not given)
    3	20	-1%	2%	-1%	0%	11
COc1cc2c(cc1OC)C(COc1ccc(F)cc1)N(C(C)=O)CC2 (stereo not given)
    -11	46	48%	-4%	7%	7%	-9
Cc1ccc(N(C(=O)CNC(=O)c2ccco2)C(C(=O)NC2CCCCC2)c2cccnc2)c(C)c1 (stereo not given)
    -5	-13	-3%	2%	11%	10%	-12
Cc1ccc(C)n1-n1c(C)nc2sc3c(c2c1=O)CCCCC3
    0	-29	15%	4%	?	3%	23
O=C(CN1C(=O)S/C(=C/c2ccncc2)C1=O)Nc1ccccc1
    0	-31	-16%	0%	111%[activator]	·	-3
COCCCNC(=O)c1oc2ccc(S(=O)(=O)N3CCOCC3)cc2c1C
    -1	-16	14%	-6%	?	7%	-9
COc1ccc(-c2[nH]ncc2CN2CCN(C3CCCCC3)C(=O)C2)cc1F
    0	-40	12%	-1%	1%	-6%	-7
COC(=O)C1=C(NC(=O)C2CCCCC2)CCS1
    -4	-34	-21%	7%	-15%	5%	-9
COc1ccc2c(c1)-c1nc(/N=C/c3ccccc3O)sc1CC2
    10	7	-23%	-7%	-5%[11.6 µM]	?	3
CC(=O)Nc1ccccc1NC(=O)c1ccccc1-c1ccccc1
    -1	-15	-5%	-13%	-4%	0%	2
O=C(CNC(=O)c1ccccc1)NC1(C(=O)NC2CCCC2)CCCCC1
    -6	17	-6%	0%	-12%	7%	-32
Cc1onc(-c2ccccc2)c1C(=O)Nc1cc(C(F)(F)F)ccc1N1CCOCC1
    -2	-34	80%[activator]	2%	-9%	5%	-9
CC1=C(C(N)=O)C(c2ccccc2)n2nc(-c3ccncc3)nc2N1 (stereo not given)
    -4	74	-7%	-2%	-7%	2%	-14
O=C(OCc1ccccc1)c1cc(S(=O)(=O)N2CCCCC2)ccc1N1CCOCC1
    ·	-23	43%	1%	3%	·	·
COCC(=O)Nc1ccc(OCc2ccccc2)cc1
    38*	94	-50%	-1%	4%	0%	61*

# Structures from the list above that contain an NH in an aromatic ring, in the order listed:
# Order of results: CHX counter	HCMV antiviral	AmpC inh no detg	AmpC detergent	AMA1-RON2 inh	FBPA Giardia inh	Shiga inhibitor
Cc1n[nH]c(=O)c2c(NC(=O)CSc3ccccc3F)oc(C)c12
    ·	-31	-1%	-8%	5%	·	·
COc1ccc(-c2[nH]ncc2CN2CCN(C3CCCCC3)C(=O)C2)cc1F
    0	-40	12%	-1%	1%	-6%	-7

# Quoted at random: 2 compounds from above, in no set order.
# Order of results: CHX counter	HCMV antiviral	AmpC inh no detg	AmpC detergent	AMA1-RON2 inh	FBPA Giardia inh	Shiga inhibitor
COCC(=O)Nc1ccc(OCc2ccccc2)cc1
    38*	94	-50%	-1%	4%	0%	61*
Cc1onc(-c2ccccc2)c1C(=O)Nc1cc(C(F)(F)F)ccc1N1CCOCC1
    -2	-34	80%[activator]	2%	-9%	5%	-9

# Bioassay records deposited in PubChem BioAssay by National Center for Advancing Translational Sciences (NCATS).
